Bioassay records deposited in PubChem by National Center for Advancing Translational Sciences (NCATS).
TDP43 rescue: TDP-43 toxicity inhibition in yeast; TDP-43 expressing yeast growth rescue, BacTiter-Glo, 24 h; hit rate 1.8% among 410,000; AID 652104; Potency, µM (doses to about 46.1 µM), for the others: at the highest dose growth rescue (activation), actives largely listed as activators; further: potency means the concentration at half of the fitted maximal effect; % of control where 0% means no effect; nearly all actives have a fitted effect of over 50% in size
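In this qHTS, compounds that restore growth of yeast expressing TDP-43 appear as activators. Cells (OD600=0.02, galactose medium, raffinose-pregrown) are incubated with compound 24 hr at 30 deg C and growth is quantified by BacTiter-Glo.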
KB-V1 cytotox: kills drug-selected multidrug resistant KB-V1 cells; KB-V1 MDR cells viability, CellTiter-Glo, 72 h; Potency, µM (series often up to 46.1 µM), for inactives: at the highest dose activity change, negative = cytotoxicity, actives largely listed as cytotoxic; hit rate 3.4% among 400,000; further: potency means the concentration at half of the fitted maximal effect; on the % scale 0 is the no-effect control and ±100 the full control effect; nearly all actives have a fitted effect of over 60% in size
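Luminescent ATP read-out (CellTiter-Glo, 10 min) measures survival of drug-selected KB-V1 MDR cells after 72 h, 37 degrees C compound exposure. Medium: phenol-red-free DMEM, 10% FBS. Values from fitted concentration-response curves.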
GLP1R inv ag: acts as inverse agonist at human GLP-1 receptor; P43220; HEK293 GLP-1R CRE-luciferase, luminescence, 24 h; GLP-1R form is constitutively active; Potency, µM (highest dose often 38.3 µM), without a hit: top-dose activity change, negative = inhibition, usual class: inhibitors; hit rate 1.6% among 410,000; AID 624417; further: potency means the concentration at half of the fitted maximal effect; on the % scale 0 is the no-effect control and ±100 the full control effect; nearly all actives have a fitted effect of over 55% in size
Target sequence (P43220 whole entry, looked up): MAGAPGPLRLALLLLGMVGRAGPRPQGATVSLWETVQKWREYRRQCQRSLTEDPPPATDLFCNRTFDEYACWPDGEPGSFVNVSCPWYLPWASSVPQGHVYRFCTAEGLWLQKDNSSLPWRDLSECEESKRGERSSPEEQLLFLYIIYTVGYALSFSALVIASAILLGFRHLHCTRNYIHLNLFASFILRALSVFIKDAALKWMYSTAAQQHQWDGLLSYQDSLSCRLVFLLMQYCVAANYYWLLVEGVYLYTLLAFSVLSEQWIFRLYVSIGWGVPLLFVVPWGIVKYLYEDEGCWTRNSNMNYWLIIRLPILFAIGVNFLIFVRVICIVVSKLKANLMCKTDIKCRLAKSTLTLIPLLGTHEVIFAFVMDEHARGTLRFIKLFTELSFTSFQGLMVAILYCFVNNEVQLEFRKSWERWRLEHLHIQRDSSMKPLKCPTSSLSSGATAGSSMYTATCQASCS
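Inverse agonists were sought by their lowering of basal cAMP reporter luciferase output in HEK293 cells stably carrying constitutively active human GLP-1R, after 24 h compound treatment.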
PTHR1 agonist: agonists of human PTHR1 parathyroid hormone receptor | HEK293 GP2 PTHR1 cells, GloSensor cAMP luminescence, 1 h | Potency, µM (highest dose often 115 µM), inactives show at the top dose activation, usual class: activators | Q03431 | hit rate 0.075% among 410,000 | AID 743266; further: potency means the concentration at half of the fitted maximal effect; nearly all actives have a fitted effect of over 55% in size; some results filed as inactive show a strong effect at the top dose; inactives centre near -15; many of its hits are not listed in these tables
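HEK-293-derived GP2 cells expressing PTHR1 and a GloSensor cAMP reporter, 3,000/well, plated overnight, given luciferin plus IBMX (each 0.5 mM as added) for 1 h at 37 °C, then compound for 1 h at 37 °C. Luminescence was read after 15 min at room temperature.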
GLP1R cytotox: cytotoxicity counter-screen for GLP-1 receptor inverse agonists | HEK293 cAMP-luciferase reporter cells, luminescence, 24 h | Potency, µM (top dose mostly 38.3 µM), without a hit: at the highest dose activity change, negative = inhibition, usual class: inhibitors | hit rate 0.13% among 410,000;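 further: loss of luciferase light is scored as toxicity; potency means the concentration at half of the fitted maximal effect; on the % scale 0 is the no-effect control and ±100 the full control effect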
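Cells in DMEM/10% Nu serum/1% pen-strep, 1536-well format. Pre-incubated 12 h, dosed with 23 nL compound, incubated a further 24 h. Luciferase detection, 12 min at room temp, luminescence.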
DRD3 antagonist: D3 dopamine receptor (human) antagonism; D3R cells, DiscoveRx beta-arrestin luminescence, antagonist mode; hits give low values; max response, negative = inhibition, %; hit rate 2.5% among 360,000; AID 652054; in the data active means max response below about -50%; inconclusive means no clear call, values can overlap the other calls; further: on the % scale 0 is the no-effect control and ±100 the full control effect; mostly tested at two doses, the higher about 12 µM
Target sequence (P35462 whole entry, looked up): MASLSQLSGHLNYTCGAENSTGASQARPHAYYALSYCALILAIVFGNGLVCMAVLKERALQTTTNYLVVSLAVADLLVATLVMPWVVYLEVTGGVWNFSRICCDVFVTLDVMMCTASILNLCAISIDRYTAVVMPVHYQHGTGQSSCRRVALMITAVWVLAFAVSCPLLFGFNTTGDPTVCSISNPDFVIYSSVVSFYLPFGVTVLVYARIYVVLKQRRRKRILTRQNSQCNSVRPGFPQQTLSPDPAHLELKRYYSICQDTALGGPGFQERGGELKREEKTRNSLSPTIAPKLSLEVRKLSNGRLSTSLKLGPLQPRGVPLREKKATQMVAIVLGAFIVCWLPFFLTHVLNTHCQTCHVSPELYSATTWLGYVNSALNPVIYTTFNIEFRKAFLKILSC
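Cells expressing the human receptor were seeded at 1500 cells/well, incubated overnight at 37 degrees C in 5% CO2, then exposed to library compounds with dopamine controls for 90 minutes at 37 degrees C before luminescent detection.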
aSyn rescue: rescues yeast growth from alpha-synuclein toxicity | Yeast expressing alpha-synuclein, growth rescue, BacTiter-Glo, 24 h | Potency, µM (titrated, usually from 46.1 µM), without a hit: at the highest dose growth rescue (activation), actives largely listed as activators | hit rate 0.14% among 370,000 | AID 652106; further: potency means the concentration at half of the fitted maximal effect; % of control where 0% means no effect; nearly all actives have a fitted effect of over 65% in size
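Galactose-induced alpha-syn yeast (OD600=0.02, raffinose-pregrown) + pinned cpd, 24 hr, 30 deg C; growth by BacTiter-Glo luminescence. Growth restoration scores as activation.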
GLP1R ag: agonists of human GLP-1 receptor | AID 624172 | Potency, µM (titrated, usually from 45.6 µM), without a hit: at the highest dose activation, most hits filed as activators | HEK293 GLP-1R CRE-luciferase, luminescence, 4-6 h; cells express a hypersensitive GLP-1R form | hit rate 0.007% among 380,000; further: potency means the concentration at half of the fitted maximal effect; % of control where 0% means no effect
DRD3 agonist: D3 dopamine receptor (human) agonism | P35462 | D3R DiscoveRx beta-arrestin cells, luminescence, 90 min | max activation, % | hit rate 0.58% among 410,000; in the data active means max activation above about 30%; further: 0% is about no effect; mostly tested at two doses, the higher about 12 µM
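Agonist-mode cell screen: cells plated at 1500/well and incubated overnight at 37 °C, then exposed to library compounds for 90 min at 37 °C. Detection reagent was added for 30–60 min at room temperature, and luminescence was read.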
Starred values were filed as active, the others as inactive; i = inactive; ? = inconclusive; / = not tested or not shown; [ ] = dose if it differs, or a comment. Unless noted, the call rests on the fitted dose curve; in most records, active means well fitted curve in the direction sought with a large enough effect; inconclusive means small, poorly fitted or top-dose-only effect, or another doubt; inactive means no such curve, though single readings can be large; an effect the other way counts as inactive or inconclusive.

cpd	mol	TDP43 rescue	KB-V1 cytotox	GLP1R inv ag	PTHR1 agonist	GLP1R cytotox	DRD3 antagonist	aSyn rescue	GLP1R ag	DRD3 agonist
1	Cc1ccc(C(=O)N(C)CC(=O)Nc2cccc(F)c2)cc1S(=O)(=O)N1CCCCC1	3%	-15%	-15%	i	-13%	19	8%	2%	4
2	COc1ccc(NC(=O)C#Cc2ccccc2)cc1	-4%	-16%	?	-38%[inhibitor]	-15%	-3	-11%	12%	-9
3	O=C(CCCCCn1nnc2ccccc2c1=O)Nc1ccccc1Cl	4%	?	6%	-1%	13%	19	1%	2%	13
4	CCc1nc2c(OCc3ccc(Cl)cc3Cl)cccn2c1N(C)C(=O)c1ccccc1F	18µM*	?	?	i	?	?	0%	3%	-12
5	COc1cccc(-c2nnc(SCC(=O)N3CCCC3=O)n2-c2ccccc2)c1	-2%	14%	-5%	i	0%	15	3%	-1%	2
6	CC(OC(=O)c1cc[n+]([O-])cc1)C(=O)NCc1ccccc1 (stereo not drawn)	-1%	1%	19%	i	19%	-10	0%	8%	-4
7	CCC(=O)Nc1ccc2c(c1)Cc1cc(NC(=O)CC)ccc1-2	-3%	-10%	18%	-8%	-7%	-9	-4%	-1%	-2
8	N/C(=N\OC(=O)c1ccc2ccccc2c1)c1ccccn1	-13%[0.397 µM]	?	?	-28%	?	8	-7%	-7%	2
9	CCCCNc1c(-c2ccc(Sc3ccc(OC)cc3)cc2)nc2cc(C)ccn12	-72%[inhibitor]	-9%	?	-31%[inhibitor]	-17%	0	-58%[inhibitor]	3%	56*
10	CCN(CC)c1ccc(C(=O)OCC(=O)Nc2ncccn2)cc1	2%	-3%	9%	i	-11%	-18	15%	4%	1
11	CCOC(=O)C1CCCN(/C=C2\SC(=S)N(CC)C2=O)C1 (stereo not drawn)	?	-28%	?	i	?	20	5%	18%	1
12	CCn1c(/C=N/NC(=O)c2ccc(OC)cc2)nc2ccccc21	30%	?	-5%	-55%[inhibitor]	-18%	0	11%	1%	-10
13	Cc1ccc(S(=O)(=O)N2CCC(C(=O)OCC(=O)N3CCCC(C)C3)CC2)cc1C (stereo not drawn)	9%	2%	?	-35%[inhibitor]	-6%	2	-2%	-6%	0
14	CC(C)n1ncc2c(C(=O)NCCc3ccc(F)cc3)cc(C3CC3)nc21	-14%	?	?	-37%[inhibitor]	-8%	11	0%	18%	-9
15	CN(C1CCCCC1)S(=O)(=O)c1cccc2nsnc12	0%	8%	?	i	4%	6	10%	8%	-2
16	Cc1ccc(C)c(CS(=O)(=O)c2cn(CC(=O)N(C(C)C)C(C)C)c3ccccc23)c1	?	/	-10%	i	-7%	/	/	/	-6
17	Cc1ccc2c(c1)C(O)(c1c(C)[nH]c3ccccc13)C(=O)N2 (stereo not drawn)	1%	3%	3.2µM*	-6%[57.5 µM]	-12%	0	4%	-8%	4
18	CCCC(O)(CCC)C(=O)NNc1ccccc1	17%	0%	?	i	-3%	-5	5%	-18%	-3
19	Cc1ccc(N=C2NC(=O)/C(=C\c3cccs3)S2)cc1C	-29%	-30%	44%[activator]	i	-14%	-12	-2%	-1%	-9
20	Clc1ccccc1Cc1noc(CN2CCN3CCCC3C2)n1 (stereo not drawn)	1%	-3%	?	i	-6%	-1	1%	14%	-8
21	COc1ccc(C(C#N)CC(=O)c2ccc(OC)c(OCc3ccccc3)c2)cc1OC (stereo not drawn)	4%	?	-7%	i	2%	26	0%	5%	0
22	c1ccc2[nH]c(CSc3nc4ccccc4s3)nc2c1	-13%	?	?	-17%[57.5 µM]	2%	1	-10%	19%	3
23	COc1cc(-c2cc3nc4ccccc4n3c(N)c2C#N)cc(OC)c1OC	-13%	?	36%[activator]	-25%	32%	61	-7%	?	1
24	COCCCNC(=O)c1ccc(CSc2nc3cccnc3n2Cc2ccc(OC)cc2)cc1	9%	/	-25%	i	-10%	/	/	/	6
25	CCOC(=O)Cc1cc(=O)n(-c2nc3ccccc3s2)[nH]1	0%	-8%	-2%	-9%	-3%	-9	8%	0%	3
26	COc1cc(/C=C/c2cc(C(=O)O)c3ccccc3n2)ccc1OC(F)F	0%	5%	7%	-54%[inhibitor]	6%	-11	-13%	1%	2
27	CC(=O)c1ccc(S(=O)(=O)Nc2ccc(-c3ccc(N4CCCCC4)nn3)cc2)cc1	4%	-18%	-11%	i	2%	/	/	/	-4
28	Cc1cc(OCC(=O)NC2CCN(Cc3ccccc3)CC2)c2c(C)cc(=O)oc2c1	0%	?	16%	-11%	5%	-63*	1%	0%	-20
29	CC1CN(C(=O)COC(=O)c2cccc(NS(=O)(=O)c3ccccc3)c2)CC(C)O1 (stereo not drawn)	-4%	-15%	?	1%	-3%	0	1%	2%	-2
30	O=C(NCc1cccc(F)c1)C1CCCN(C(=O)N2CCOc3ccccc32)C1 (stereo not drawn)	?	6%	1%	-9%	0%	/	/	/	-10
31	CCSc1nc2n(n1)C(c1ccc(C(=O)O)cc1)C(C(=O)Nc1ccccc1C)=C(C)N2 (stereo not drawn)	6%	?	1%	-4%	-12%	/	/	/	4
32	CSc1cc(C)c(OCC(=O)Nc2c(C)nn(C)c2C)c(C)c1	1%	?	14%	-18%	5%	11	5%	7%	4
33	O=C(N/N=C/c1ccccn1)c1cccc([N+](=O)[O-])c1	21%	0%	?	-5%	?	-20	0%	4%	-9
34	Clc1ccc(Oc2cnns2)c(Cl)c1	30%	25%	-2%	-22%	-3%	0	4%	-3%	2
35	O=C(NCC1CCCO1)c1ccc(COc2ccc(Cl)cc2)cc1 (stereo not drawn)	-12%	?	?	-70%[inhibitor]	-18%	5	0%	7%	1
36	CCOc1ccccc1CNC(=O)c1cnc2sc(N3CCOCC3)nn2c1=O	?	/	3%	i	13%	/	/	/	9
37	Cc1nc(CC(=O)N/N=C/c2ccc(OCC(=O)O)cc2)cs1	-5%	6%	0%	14%	7%	8	-2%	-5%	1
38	COc1ccc(C2C3=C(CCCC3=O)N(CC(=O)O)C3=C2C(=O)CCC3)cc1Cl	-16%[1.82 µM]	?	-1%	i	/	11	0%	0%	-7
39	CC(C(=O)NCC1CCCCC1)N1CCN(S(=O)(=O)/C=C/c2ccccc2)CC1 (stereo not drawn)	?	-8%	-66%	-19%	-17%	-10	6%	0%	-2
40	CCN1C[C@@H]2[C@@H]3C(=O)N(Cc4ccccc4)C(=O)[C@@H]3[C@](C)(C1=O)N2C(=O)c1ccc(C(C)(C)C)cc1	-1%	16%	1%	-23%	6%	0	4%	-1%	3
41	Nc1nc2n(n1)C(c1ccccc1)CC(c1ccc(F)cc1)N2 (stereo not drawn)	-6%	11%	10%	-20%	5%	4	-2%	14%	2
42	Cc1cccc(NC(=O)c2nc[nH]c2C(=O)Nc2ccccc2[N+](=O)[O-])c1	13%	5%	32%[activator]	-8%	-9%	1	5%	-2%	-4
43	Nc1ccn(C2CCCO2)c(=O)n1 (stereo not drawn)	-11%	0%	23%	-14%	18%	19	-1%	-2%	0
44	C/C(CC(=O)NC1C2CC3CC(C2)CC1C3)=N\NC(=O)Cc1cccs1 (stereo not drawn)	13%	3%	8%	i	5%	13	2%	-3%	-13

Structures from the list above with an aryl thioether with sulfur outside any ring:
cpd	mol	TDP43 rescue	KB-V1 cytotox	GLP1R inv ag	PTHR1 agonist	GLP1R cytotox	DRD3 antagonist	aSyn rescue	GLP1R ag	DRD3 agonist
5	COc1cccc(-c2nnc(SCC(=O)N3CCCC3=O)n2-c2ccccc2)c1	-2%	14%	-5%	i	0%	15	3%	-1%	2
9	CCCCNc1c(-c2ccc(Sc3ccc(OC)cc3)cc2)nc2cc(C)ccn12	-72%[inhibitor]	-9%	?	-31%[inhibitor]	-17%	0	-58%[inhibitor]	3%	56*
22	c1ccc2[nH]c(CSc3nc4ccccc4s3)nc2c1	-13%	?	?	-17%[57.5 µM]	2%	1	-10%	19%	3
24	COCCCNC(=O)c1ccc(CSc2nc3cccnc3n2Cc2ccc(OC)cc2)cc1	9%	/	-25%	i	-10%	/	/	/	6
31	CCSc1nc2n(n1)C(c1ccc(C(=O)O)cc1)C(C(=O)Nc1ccccc1C)=C(C)N2 (stereo not drawn)	6%	?	1%	-4%	-12%	/	/	/	4
32	CSc1cc(C)c(OCC(=O)Nc2c(C)nn(C)c2C)c(C)c1	1%	?	14%	-18%	5%	11	5%	7%	4

Only part of the results is shown. The share of hits here may be higher or lower than overall.
